Mtb RmlCD inh: blocks M. tuberculosis RmlC and RmlD coupled enzymes; RmlC+RmlD coupled enzyme assay, percent inhibition; primary screen in compound mixtures; inhibition, % at 3.6 µM; hit rate 0.03% among 160,000; AID 1533; in the data active means inhibition mostly above about 34%, no sharp cut-off; further: some results filed as inactive read as strong as hits
Target sequence (P9WH09 whole entry, looked up): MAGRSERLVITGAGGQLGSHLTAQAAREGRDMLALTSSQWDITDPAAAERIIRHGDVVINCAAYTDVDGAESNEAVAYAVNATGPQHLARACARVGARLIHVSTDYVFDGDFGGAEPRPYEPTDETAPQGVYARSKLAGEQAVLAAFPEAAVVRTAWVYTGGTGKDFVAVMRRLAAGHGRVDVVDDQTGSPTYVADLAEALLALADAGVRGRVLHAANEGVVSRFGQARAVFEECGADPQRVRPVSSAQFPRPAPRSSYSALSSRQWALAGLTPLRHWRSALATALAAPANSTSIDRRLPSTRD
Target sequence (P9WH11 whole entry, looked up): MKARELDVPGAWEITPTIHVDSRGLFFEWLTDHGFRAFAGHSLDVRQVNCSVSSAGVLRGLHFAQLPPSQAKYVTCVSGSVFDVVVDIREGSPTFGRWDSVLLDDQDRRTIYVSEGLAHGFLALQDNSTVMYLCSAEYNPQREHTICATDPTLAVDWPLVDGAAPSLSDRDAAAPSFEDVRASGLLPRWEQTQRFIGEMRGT
GlmU inhibition: inhibition of mycobacterial GlmU enzyme – biochemical, glucosamine-1-phosphate acetyltransferase (AID 1376); M. tuberculosis GlmU acetyltransferase enzyme assay; higher % means a stronger effect; inhibition, %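 (tested at 30 µM in the primary screen)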, or IC50 in µM where a hit was titrated; hit rate 0.25% among 220,000; in the data active means inhibition above about 13%;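 further: 0% = complete reaction with vehicle and 100% = reaction without substrate; strong numbers were not always called active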
* hit, by the source's call; . = not tested or not shown. This is a subset; rates above refer to the full screens.

SMILES	Mtb RmlCD inh	GlmU inhibition
CCN(C(=O)COC(=O)C1CCN(S(=O)(=O)c2cccs2)CC1)c1ccccc1	34	-9.9%
CCOC(=O)CCc1c(C)c2ccc(OCc3ccc([N+](=O)[O-])cc3)cc2oc1=O	-4	1.0%
CC1(C)N=C(N)N=C(N)N1c1cccc(C(=O)O)c1	-5	-3.5%
CC(C)(CO)NC(=O)C12CC3CC(CC(Br)(C3)C1)C2	2	-0.5%
C=CC(C)N1C(=O)S/C(=C\c2ccc(N3CCOCC3)cc2C)C1=O (stereo unspecified)	-7	4.3%
Cc1cc(NC(=O)CSc2nnc(-c3ccco3)n2Cc2ccco2)no1	-10	0.0%
CCCCCC1NC(=O)NC1CCCCCC(=O)O (stereo unspecified)	23	-2.4%
COc1ccccc1N1CCN(C(=O)c2n[nH]c3ccccc23)CC1	-6	4.1%
Cc1ccc2c(c1)C1CN(C)CCC1N2C(=O)COc1ccc(N(C)C(=O)C(C)(C)C)cc1 (stereo unspecified)	-11	7.0%
CC(C)CSc1nc2ccccc2c(=O)[nH]1	2	1.2%
O=C(Nc1ccccc1Cl)c1ccccc1Cc1ccccc1	.	-4.0%
CC(=O)OCC(=O)Nc1ccc([N+](=O)[O-])cc1Cl	.	-4.8%
NC(=O)NOCc1ccc(Cl)cc1Cl	-8	6.6%
CCN(CC)S(=O)(=O)c1ccc(Cl)c(OC)c1	.	-2.2%
CCCCCCN(C(=O)CCCCCN1C(=O)NC(c2ccc(-c3ccccc3)cc2)C(C(=O)OCc2ccccc2)=C1C)C(C(=O)NCCCC)C1CCCCC1 (stereo unspecified)	.	5.1%
COc1ccc(Cl)cc1NC(=O)COC(=O)CCCN1C(=O)c2ccccc2C1=O	56	-2.8%
COC(=O)N/N=C\c1cccc(OC(=O)c2cccs2)c1	1	0.2%
COC(=O)C(C)Oc1ccc2c(-c3cccc([N+](=O)[O-])c3)cc(=O)oc2c1 (stereo unspecified)	-11	-0.1%
Cc1nc(NC(=O)CSc2nnc(-c3ccccc3)c(-c3ccccc3)n2)c(Cl)cc1Cl	-8	-4.0%
Cc1ccc2oc(C(Cl)(Cl)Cl)cc(=O)c2c1	-52	2.0%

The closing three entries of the part above lead into the next:
SMILES	Mtb RmlCD inh	GlmU inhibition
COC(=O)C(C)Oc1ccc2c(-c3cccc([N+](=O)[O-])c3)cc(=O)oc2c1 (stereo unspecified)	-11	-0.1%
Cc1nc(NC(=O)CSc2nnc(-c3ccccc3)c(-c3ccccc3)n2)c(Cl)cc1Cl	-8	-4.0%
Cc1ccc2oc(C(Cl)(Cl)Cl)cc(=O)c2c1	-52	2.0%
Cc1cc[n+](-c2[nH]c(=O)sc2/C=N/NC(=O)c2ccccc2[O-])cc1C	7	3.5%
CCOc1ccc2[nH]cc(S(=O)(=O)c3ccc(C)cc3)c(=O)c2c1	35	-2.8%
CSc1n[nH]c(-c2sccc2OCc2ccc(C)cc2)n1	2	-5.5%
Cc1cccc(C(=O)N2CCN(c3ccc(N4CCOCC4)nn3)CC2)c1	-14	0.6%
CN(C)CCCNC(=O)/C=C/c1ccc2c(c1)OCO2	-7	0.9%
Cn1c(=O)c2c(nc(N3CCN(C(=O)c4ccco4)CC3)n2CCSc2ncccn2)n(C)c1=O	.	1.1%
Cc1ccc(OCCCn2c(=O)sc3ccccc32)cc1	.	3.2%
COc1ccc(NC(=O)C2CCC(CNc3c(N4CCCCC4)c(=O)c3=O)CC2)cc1OC (stereo unspecified)	.	4.5%
O=C(NNC(=O)c1cccs1)c1ccco1	-5	-1.7%
CC(=O)Nc1nc(C)c(CCC2OCCO2)c(=O)[nH]1	-8	-0.7%
Cc1ccc(-c2nn3c(C)nnc3c3ccccc23)cc1S(=O)(=O)NC(C)(C)CO	9	3.1%
COc1ccc(N=N/C(=C\O)C(=O)c2cccs2)cc1	-8	-7.3%
COc1ccccc1C(=O)NCC(=O)N/N=C/c1cn[nH]c1-c1ccccc1	8	-5.5%
CCOc1ccc(C(=O)NC(=S)Nc2ccc(N3CCOCC3)c(Cl)c2)cc1[N+](=O)[O-]	11	-7.1%
Cc1cccc(C(=O)NCC(=O)OCC(=O)N2CCc3ccccc32)c1	-4	-4.6%
COc1ccc(NC(=O)CN2CCN(CC(=O)Nc3ccc(OC)c(OC)c3)CC2)cc1	.	2.6%
CC(CN1CCOCC1)OC(=O)C1COc2ccccc2O1 (stereo unspecified)	-6	-1.4%
COc1ccc(N/N=C(\C#N)C(=N)N2CCCCC2)cc1	0	-0.2%
CC(/C=N/NC(=O)c1cccnc1)=C\c1ccco1	28	-0.2%
O=C(c1nc2nc(-c3ccc(Cl)cc3)cc(C(F)(F)F)n2n1)N1CCOCC1	-15	-2.4%
CCC12CN3CCN(CC(C3)/C1=N\O)C2	11	7.8%
COc1ccc(NC(=S)Nc2ccc(OCc3ccccc3)cc2)cc1OC	5	6.7%
Cc1ccccc1N1C(=O)CC(N(O)c2ccccc2)C1=O (stereo unspecified)	7	-0.3%
Cc1[nH]c2ccccc2c1C(=O)C(=O)NCCC1=CCCCC1	3	0.6%
COc1ccc(-c2ccc(C#N)c(SCC(=O)NCc3ccco3)n2)cc1OC	-2	5.3%
COc1ccc(-c2noc(CSc3ccc(C)cc3)n2)cc1	-1	2.4%
O=C(CCc1ccccc1)Nc1ccc(NC(=O)c2ccco2)cc1	35	1.9%
CCCCCCOc1ccc(OC(=O)c2cccnc2)cc1	.	-1.1%
N#CC(=C1CCCC1)c1nc(-c2cc3ccccc3oc2=O)cs1	.	-1.2%
O=C(O)COc1ccc(NC(=O)c2ccco2)cc1	-6	-4.7%
Nc1n[nH]c(C2CC2)c1N=Nc1ccc(Cl)cc1	4	-1.1%
COc1ccccc1N(CC(=O)Nc1ccccc1C(=O)NCC(C)C)S(C)(=O)=O	0	3.3%
CCNc1nc(SC(C)C(=O)OC)nc(N(C)C)n1 (stereo unspecified)	9	-3.9%
O=C(NCC1CCCO1)C(c1cccs1)N(Cc1ccccc1Cl)C(=O)c1ccc(-c2ccccc2)[nH]1 (stereo unspecified)	-4	-2.4%
NC(=O)COC(=O)c1ccc(NS(=O)(=O)c2ccc3c(c2)OCCO3)cc1	-10	3.2%
O=C(c1ccccc1)N1CCN(C(=O)N2CCOCC2)CC1	-1	-2.6%
CCNC(=O)Cn1c(=O)c2c(ncn2Cc2ccccc2)n(Cc2ccccc2)c1=O	-198	-4.3%
COc1cc(C2C(Oc3ccccc3C)C(=O)N2Cc2ccc(F)cc2)cc(OC)c1OC (stereo unspecified)	-8	-3.0%
COc1cc(CCC(=O)OCn2nnc3ccccc3c2=O)cc(OC)c1OC	.	-0.3%
CCN1CCN(C(=O)CS(=O)(=O)Cc2nc(-c3ccc(C)cc3)oc2C)CC1	-7	6.2%

By substructure, the compounds so far with a nitro group on carbon (4)
SMILES	Mtb RmlCD inh	GlmU inhibition
CCOC(=O)CCc1c(C)c2ccc(OCc3ccc([N+](=O)[O-])cc3)cc2oc1=O	-4	1.0%
CC(=O)OCC(=O)Nc1ccc([N+](=O)[O-])cc1Cl	.	-4.8%
COC(=O)C(C)Oc1ccc2c(-c3cccc([N+](=O)[O-])c3)cc(=O)oc2c1 (stereo unspecified)	-11	-0.1%
CCOc1ccc(C(=O)NC(=S)Nc2ccc(N3CCOCC3)c(Cl)c2)cc1[N+](=O)[O-]	11	-7.1%

Further structures:
SMILES	Mtb RmlCD inh	GlmU inhibition
CCOc1ncccc1C(=O)Nc1ccc(-c2cn3ccsc3n2)cc1	-7	3.9%
O=C(CCCOc1ccccc1)n1nnc2ccccc21	.	-0.3%
C#CC(CC)(CC)NC(=O)c1c(C)noc1C	4	4.3%
CCOC(=O)/C(C#N)=C\c1ccc(CC)s1	3	1.3%
CCCCOC(=O)Nc1ccc(C(=O)OCCC)cc1	-9	5.7%
CCOC(=O)CN1C(=O)Nc2ccc(Br)cc2C1c1ccccc1 (stereo unspecified)	-6	3.3%
Cc1ccc(NC(=O)CSc2nnc(NC(=O)CN3CCOCC3)s2)cc1	.	-4.0%
Cc1nc(N=C(N)N)nc2c(C)cccc12	.	0.9%
CCOC(=O)C(C)(C)n1nnc(-c2ccc([N+](=O)[O-])cc2)n1	.	7.0%
Cc1ccc(S(=O)(=O)N2CCc3ccccc3C2CN2C(=O)c3ccccc3C2=O)cc1 (stereo unspecified)	-2	1.0%
Cc1cccc(NC(=O)N(Cc2cc3cc(C)cc(C)c3[nH]c2=O)CC2COCCO2)c1 (stereo unspecified)	-8	6.2%
CCC(C)/C(C)=N/NC(=O)c1ccc(CSc2nc3ccccc3s2)cc1 (stereo unspecified)	-10	2.1%
O=C(Nc1ccccc1)c1ccc(NCC2CCCO2)c([N+](=O)[O-])c1 (stereo unspecified)	-4	1.5%
CCCc1nnc(SCC(=O)N2CCOCC2)n1CC1CCCO1 (stereo unspecified)	3	0.3%
CCOC(=O)CSc1nc(N)c(C#N)cc1C#N	-11	2.7%
O=C(CN1CCN(Cc2ccccc2Cl)CC1)N=Nc1c(O)[nH]c2ccccc12	69	1.7%
CCCCn1c(O)c(C(=O)/C=C/c2c[nH]c3ccccc23)c(=O)[nH]c1=O	31	-3.6%
Cc1ccc(-c2nnc(SCC(=O)N/N=C/c3ccccc3C(=O)O)n2-c2ccc(C)cc2)cc1	-9	4.9%
Cc1nc2cc(NC(=O)NCc3ccco3)ccc2n1C	20	-3.6%
O=C(NCc1ccc(Cl)cc1)C1CCN(S(=O)(=O)c2ccccc2)CC1	-7	0.0%

Filtered by structure, the entries above containing fluorine
SMILES	Mtb RmlCD inh	GlmU inhibition
O=C(c1nc2nc(-c3ccc(Cl)cc3)cc(C(F)(F)F)n2n1)N1CCOCC1	-15	-2.4%
COc1cc(C2C(Oc3ccccc3C)C(=O)N2Cc2ccc(F)cc2)cc(OC)c1OC (stereo unspecified)	-8	-3.0%

(more compounds)
SMILES	Mtb RmlCD inh	GlmU inhibition
N=C1SCC(=O)N1/N=C/c1ccccc1	0	7.1%
O=C(CSc1nc(O)cc(=O)[nH]1)N1CCCc2ccccc21	-3	1.8%
COCCNC(=O)CN(C(=O)Cn1nnc2ccccc21)c1ccc(C)cc1	.	1.4%
Cn1c(=O)c2c(-c3ccccc3)n(Cc3ccccn3)cc2n(C)c1=O	2	1.1%
O=C(c1ccccc1)c1c[nH]c(C(=O)NNc2cccc(Cl)n2)c1	8	-6.6%
Cc1nn(Cc2ccccc2Cl)c(C)c1C(=O)NC1=NCCS1	.	-0.8%
O=C(O)C[C@H]1c2ccc(C(F)(F)F)cc2S(=O)(=O)N1Cc1ccccc1	.	-3.7%
CC1(C)CC(=O)C2=C(C1)OC(N)=C(C#N)C2c1cn(-c2ccccc2)nc1-c1ccc(F)cc1 (stereo unspecified)	44	-0.4%
O=C(O)C(Cc1c[nH]c2ccccc12)N1C(=O)C2C3c4ccccc4C(c4ccccc43)C2C1=O (stereo unspecified)	-11	9.7%
Cn1ccnc1C(=O)C1CCCN(Cc2cn[nH]c2-c2ccc(-c3ccccc3)cc2)C1 (stereo unspecified)	-8	0.6%
Cn1ccnc1Sc1ccc(/C=N/NC(=O)c2ccccc2[N+](=O)[O-])cc1[N+](=O)[O-]	-7	4.0%
CC(C)(C(=O)O)n1cncn1	1	-4.8%
CN(Cc1cccs1)C(=O)/C=C/c1ccccc1[N+](=O)[O-]	-13	2.9%
CCn1c(SCc2ccc(Cl)cc2)nnc1-c1ccccc1	.	0.5%
CCc1noc(C)c1C(=O)N1CCCC(C(=O)c2ccc(OC)c(F)c2)C1 (stereo unspecified)	1	1.8%
CCOP(=O)(c1ccccc1)c1nc(-c2ccccc2Cl)oc1N1CCCCC1 (stereo unspecified)	.	-1.4%
CCOC(=O)C(NC(=O)NC1CCCCC1)(c1ccccc1)C(F)(F)F (stereo unspecified)	.	3.7%
CCc1nnc(NC(=O)CSc2nnc3c4ccccc4n(C)c3n2)s1	-6	-1.9%
Cc1nc(=O)c(-c2ccccc2)c(C)n1CCCCCC(=O)O	10	-1.8%
Cc1ccccc1C(C(=O)NCc1ccco1)N(CC1CCCO1)C(=O)Cn1nnc2ccccc21 (stereo unspecified)	-4	2.5%
Cc1cccc(Nc2nc(NCc3ccco3)nc(N3CCOCC3)n2)c1	9	2.5%
COc1ccc(Oc2coc3c(CN4CCOCC4)c(O)ccc3c2=O)cc1	.	-5.7%
Cc1ccc(S(=O)(=O)C(C)C(=O)c2ccc3c(c2)OCCO3)cc1 (stereo unspecified)	11	1.8%
O=C(O)c1ccc(-c2ncc[nH]2)cc1	10	-3.0%
COc1ccccc1N1CCN(C(=O)c2cc(-c3cccc(Cl)c3)on2)CC1	-5	2.7%
CCOC(=O)C1=C(C)NC(C)=C(C(=O)OCC)C1C(=O)OCC(=O)NC(C)C	8	-3.0%
COc1cc2c(cc1C1NC(=S)NC(C)=C1C(N)=O)CCCC2 (stereo unspecified)	7	0.7%
CCOC(=O)COc1ccc(Br)cc1C1NC(=O)NC(C)=C1C(=O)NCc1ccccc1 (stereo unspecified)	.	-3.6%
C=CCN1c2ccccc2[C@]23C[C@@H](C(=O)OC)N(C(=O)c4ccc(Br)cc4)C2=NC(C(=O)OC)=C(C(=O)OC)[C@H]13	.	3.6%
Cc1cc(Cl)c(S(=O)(=O)N2CCCC2)cc1OCC(N)=O	.	-7.7%
Cc1cc(NC(=O)COc2nnc(-c3ccccc3)c3ccccc23)no1	7	2.1%
O=C(O)c1ccc(N(c2ccccc2)c2ccccc2)cc1	.	-8.4%
COc1cc2c(cc1OC)C(C)N(C(C)=O)CC2 (stereo unspecified)	.	-5.3%
N#Cc1c(N)nc2c(c1-c1ccc(F)cc1)CCC2	5	2.0%

Screens (PubChem)
